mcGAS RapidFire = mouse cGAS inhibition by mass spec | Q8C6L5 | recombinant mouse cGAS, cGAMP by RapidFire MS | inhibition, % at 12.5 µM | 130,000 compounds, 0.18% hits | AID 1259397;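 active = inhibition of cGAS enzyme activity at or above 60%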;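 note: enzyme stimulated by 45 bp dsDNA with ATP and GTP substrates; cGAMP share of summed cGAMP plus half ATP and half GTP signals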
Target sequence (Q8C6L5 whole entry, looked up): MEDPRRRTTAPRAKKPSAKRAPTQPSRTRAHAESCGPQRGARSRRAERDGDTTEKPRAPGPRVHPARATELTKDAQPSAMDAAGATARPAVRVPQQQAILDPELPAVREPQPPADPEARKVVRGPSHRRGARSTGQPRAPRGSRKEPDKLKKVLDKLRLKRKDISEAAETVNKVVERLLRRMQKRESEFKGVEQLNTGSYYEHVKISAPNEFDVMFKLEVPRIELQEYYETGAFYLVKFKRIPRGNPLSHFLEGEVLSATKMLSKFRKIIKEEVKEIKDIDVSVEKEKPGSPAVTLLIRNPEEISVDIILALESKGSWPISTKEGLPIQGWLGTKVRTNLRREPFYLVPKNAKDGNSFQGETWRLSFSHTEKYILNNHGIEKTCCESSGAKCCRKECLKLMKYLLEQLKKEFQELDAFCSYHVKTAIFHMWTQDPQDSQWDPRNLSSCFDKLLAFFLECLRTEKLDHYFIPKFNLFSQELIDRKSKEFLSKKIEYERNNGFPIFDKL
* = called active by the depositor; & = joins results of further samples. A portion of the library; the hit share may differ from the screen's.

Structure	mcGAS RapidFire
Cc1ccnc(Nc2ccc(NCCNC(=O)Nc3ccc4c(c3)OCCO4)nn2)c1	-7
O=C(NCc1ccoc1)c1ccc(-c2ccccc2F)s1	-1
CC1(C)CC2(CC(C)(c3csc(N)n3)OC2=O)C(=O)O1 (centres undefined)	4
CCn1cc(-c2cnc3ccccc3c2)c(C)n1	-5
C=CCn1c(=O)c2c(nc3n2CC(C)=NN3Cc2ccc(F)cc2)n(C)c1=O	-3
O=C1NCCN(S(=O)(=O)c2cc(F)cc(F)c2)C1c1ccccc1 (centres undefined)	-7
O=C(CNCc1ccccc1Cl)Nc1ccc(Br)cc1	1
CCNC(=S)NCCc1cc2ccc(C)c(C)c2[nH]c1=O	1
Cc1cc(C)c(CCNC(=O)C(C)(C)NS(C)(=O)=O)c(C)c1	-4
O=c1ccc(-c2ccco2)nn1CCCNS(=O)(=O)/C=C/c1ccccc1	1
CCCCNC(=O)CC1SC(N)=NC1=O (centres undefined)	-1
Cc1nc(CN2CCCN(CC(=O)N3CCOC(C)C3)CC2)no1 (centres undefined)	0
Cc1ccccc1-n1nc2c(c1NC(=O)c1ccccc1C(F)(F)F)CS(=O)(=O)C2	-3
CC(C)Cn1c(=O)c2c(nc3n2CCCN3c2ccc(Br)cc2)n(C)c1=O	-4
COc1ccc(OC)c(-c2ccc(=O)n(Cc3cccc4ccccc34)n2)c1	-6

Carrying on.
Structure	mcGAS RapidFire
Cc1nc(C2CN(C(=O)c3ccn(C)c(=O)c3)CCO2)n[nH]1 (centres undefined)	-4
COc1cccc(C(=O)COC(=O)c2cc3ccccc3[nH]2)c1	-4
NC(=O)c1cc(-n2ccc(-c3cnccn3)n2)cs1	-21
O=C(NN(C(=O)C12CC3CC(CC(C3)C1)C2)C1CCS(=O)(=O)C1)C12CC3CC(CC(C3)C1)C2 (centres undefined)	-8
CC(=O)N(C)C1CCN(S(=O)(=O)NCc2ccccc2)C1 (centres undefined)	-9
Cc1nnc(NC(=O)C23CC4CC(CC(C4)C2)C3)s1	-6
CC(C)C(=O)Nc1ccc(SCc2ccccn2)nn1	10
COc1ccccc1-n1c(O)c(C2=c3ccccc3=NC2=O)sc1=S	-1
Cc1nc2ccc(NCC(=O)N3C(C)CCCC3C)cc2s1 (centres undefined)	-7
CNCC(=O)NCCc1nc2sc(C)c(C)c2c(=O)[nH]1	-9
CC(=O)C1=C(O)c2ccccc2S(=O)(=O)N1	13
CCCC(=O)NC(=S)c1c(C)n(C)n(-c2ccccc2)c1=O	-4
CNc1ccc2ncc(-c3cccc(O)c3)n2n1	-2
Cc1cc(=O)n2c(-c3cccc(NC(=O)c4cccc5ccccc45)c3)csc2n1	-13
COC(=O)CNC(=O)N1CC[C@@](O)(c2ccccc2)[C@H]2CCCC[C@@H]21	-14

(continued)
Structure	mcGAS RapidFire
CC1(C(=O)NCc2ccc(C(F)(F)F)cc2)CCN1Cc1cc2ccccc2o1 (centres undefined)	-10
Cc1oc(-c2cccc(C(F)(F)F)c2)nc1CN(C)Cc1cnc(N)nc1	4
OCCN(Cc1cccc2ccccc12)CC1CC1	-4
Cc1c(C#N)c([N+](=O)[O-])nn1Cc1cccc(C(F)(F)F)c1	-1
CCn1c(SC(C)C(=O)Nc2ccccc2F)nnc1-c1ccoc1C (centres undefined)	-2
CCN1CCc2ccc(OCC(=O)NCc3ccccc3)cc2C1c1ccccc1 (centres undefined)	-16
CONC(=O)c1cc(S(=O)(=O)N(C)C(C)C)ccc1Cl	-12
OCc1cn(-c2ccccc2Cl)nn1	94*
COc1ccc(/C=C(\C#N)c2nn(CCO)c(N)c2C#N)cc1	1
CCOC(=O)c1c(NC(=O)C2CC2)sc(C(=O)Nc2ccc(OC)cc2OC)c1C	-6
Cc1nc(C)c(C(=O)NCc2cccnc2N(C)CCc2ccccn2)s1	0
CN(C)C(=O)c1ccc(-c2cnc3c(c2)CCN3CCCc2ccccc2)cc1	1
CC(=O)Nc1ccc(CN2C(=O)C(C)(C)ON=C2c2cccc(F)c2)cc1	6
Clc1ccc2nc(CSc3ncn[nH]3)cn2c1	-15
O=C(N[C@H](Cc1ccccc1)C(=O)NCCCOc1cccc([N+](=O)[O-])c1)OCc1ccccc1	-2

The listing continues:
Structure	mcGAS RapidFire
Cc1nc(SCC(=O)N2CCOC(C)C2)c2c(=O)n(C)c(=O)n(CC(C)C)c2n1 (centres undefined)	-10
COc1cc(-c2nc(CN(C)C3CCCc4ccccc43)c(C)o2)ccc1F (centres undefined)	-1
CC1(C(=O)NS(=O)(=O)c2ccc(Cl)cc2)CCN1C(=O)Cc1cccs1 (centres undefined)	-13
O=C(c1cncn1-c1ccc(F)cc1)N1CCN(S(=O)(=O)c2ccccc2)CC1	3
CCOc1ccc(C2NC(=O)NC(C)=C2C(=O)OCC2CCCO2)cc1 (centres undefined)	-2
O=C(c1ccc(S(=O)(=O)NCCc2ccccc2)o1)N1CCOCC1	-6
O=C(CCn1[nH]c(=O)c2ccccc2c1=O)ON1CCOCC1	4
Clc1ccccc1OCCNc1nc(NCC2CC2)nc2ccsc12	5
CCCc1noc(C(C)S(=O)(=O)Cc2c(C)noc2C)n1 (centres undefined)	-2
Cn1c(SCC(=O)NC2CCCCC2)nc2sc3c(c2c1=O)CCCC3	-15
CN(Cc1ccccc1)c1ncc2c(n1)CC(C)(C)CC2NC1CCOCC1 (centres undefined)	-7
CC(C)c1ccc(CN2CCCC3(CCN(C(=O)C4CCOCC4)C3)C2)cc1 (centres undefined)	-9
O=C(Cc1ccc([N+](=O)[O-])cc1)Nn1cnc2c(cnn2-c2ccccc2)c1=O	-6
CC(=O)C(C)Sc1cc(C(C)(C)C)ccc1C (centres undefined)	-7
N#Cc1c(F)cccc1NCC12CC3CC(CC(C3)C1)C2	-8&17

Additional compounds:
Structure	mcGAS RapidFire
Cc1ccc(-n2c(SC(C)C(N)=O)nc3ccccc3c2=O)nc1 (centres undefined)	-5
CC(C)(C)c1nnc(N2CCCCC2)[nH]c1=O	-9
CC(=O)[C@@]1(O)CC[C@H]2[C@@H]3C[C@H](C)C4=CC(=O)CC[C@]4(C)[C@H]3CC[C@@]21C	0
CC(C)N(Cc1ncc[nH]1)CC1CCC(=O)N1 (centres undefined)	-10
Cc1ccccc1C(C)Nc1cnn(C(C)(C)C)c(=O)c1Cl (centres undefined)	-14
O=C(Nc1cc2c(cc1Cl)OCO2)C1CCN(C(=O)/C=C/c2ccccc2)CC1	-6
COCCn1cc(NC(=O)Nc2cccc(Cl)c2)c2ccccc21	-4
COc1ccccc1CCC(=O)N1CCCC(C(=O)c2cccc(OC(C)C)c2)C1 (centres undefined)	-7&-5
O=C(Nc1ccc2c(c1)CN(Cc1ccon1)CC2)C1(c2ccccc2)CC1	-1
Cc1ccc(F)cc1S(=O)(=O)NC1CCOc2ccccc21 (centres undefined)	-14
COC(CNc1cc(N2CCOCC2)nc(N)n1)c1cccs1 (centres undefined)	-1
CCCNC(=O)CN(C)Cc1csc2ccccc12	-5
CCOc1ccc(C(=O)NC2(C)CCS(=O)(=O)C2)cc1 (centres undefined)	-17
CN(Cc1nc2ccccc2n1C)C(=O)[C@@H](N)Cc1cnc[nH]1	-11
Nc1cccc(CN(CC2CCCCO2)C2CC2)c1 (centres undefined)	1

Carrying on:
Structure	mcGAS RapidFire
CCOc1cc2c(cc1NS(=O)(=O)c1ccc(Cl)c(C(=O)O)c1)OC(C)C2 (centres undefined)	2
S=c1nc(-c2ccccc2)[nH]n1CNc1ccccn1	-7
CC(C)N(C)C(=O)C(C)S(=O)(=O)CC1CCCCC1 (centres undefined)	-2
CC(OC(=O)c1cc2c(s1)-c1ccccc1CC2)C(=O)Nc1ccc(C(N)=O)cc1 (centres undefined)	9
CC(C)c1nccn1CC(c1ccc(F)cc1)N1CCCC1 (centres undefined)	-9
CCCC(C)(C)C(=O)N1CCC1(C)C(=O)Nc1ccc(OC)c(OC)c1 (centres undefined)	-4
CCCS(=O)(=O)N1CCCC1C(=O)N1CCN(C(=O)Nc2ccccc2)CC1 (centres undefined)	2
CCn1ccnc1CN(C)c1nc2nonc2nc1NCc1cccs1	-2
Cc1nn(C)c(C)c1C(C)C(=O)Nc1cnccc1N1CCCCC1 (centres undefined)	-6&-4
Cc1ccc(C2(O)CCN(C(=O)c3ccccc3NC(=O)C(C)C)CC2)nc1	-29
FC(F)(F)c1cc(-c2ccc(Cl)cc2)nc(-n2cccn2)n1	-6
Cc1nc2c(c(N3CCN(Cc4nccn4C)CC3)n1)CCNCC2	-12
CCCCN(C)C(=O)c1sc(=O)n(CCOc2ccc(F)cc2)c1C	7
CC(=O)Nc1ccc(F)c(C(=O)Nc2ccccc2C#N)c1	-6
Cc1cc(C)nc(N=C(NC(=O)Cc2ccccc2)N2CCC(C(N)=O)CC2)n1	-14

4 of the compounds above, as labelled records.
Molecule: CCCCN(C)C(=O)c1sc(=O)n(CCOc2ccc(F)cc2)c1C
  mcGAS RapidFire = 7
Molecule: CC(C)c1nccn1CC(c1ccc(F)cc1)N1CCCC1 (centres undefined)
  mcGAS RapidFire = -9
Molecule: Cc1ccc(C2(O)CCN(C(=O)c3ccccc3NC(=O)C(C)C)CC2)nc1
  mcGAS RapidFire = -29
Molecule: CCCC(C)(C)C(=O)N1CCC1(C)C(=O)Nc1ccc(OC)c(OC)c1 (centres undefined)
  mcGAS RapidFire = -4

More compounds:
Structure	mcGAS RapidFire
C=CCn1c(C)cn2c3c(=O)n(CC(C)=O)c(=O)n(C)c3nc12	-5
C=CCNC(=O)N1CCC2(CC1)N=CC(C)(c1ccccc1)S2 (centres undefined)	2
c1cc(-c2nccn2CC(c2ccncc2)N2CCOCC2)ccn1 (centres undefined)	4
O=c1cc(-c2cccc(O)c2)oc2ccc(O)cc12	-2
CN(Cc1ccc(-c2nc(-c3cccnc3)cc(=O)[nH]2)cc1)Cc1ccsc1	-18
O=C(NCC1CCCN(C(=O)c2cncs2)C1)c1cccc2ccccc12 (centres undefined)	-7
O=C(Nc1ccccc1F)c1ccc(N2CCOCC2)nc1	-4
COc1ccc(C2=NOC(CNCc3cccc(C(F)(F)F)c3)C2)cc1 (centres undefined)	-5
Cn1cccc1/C=C1\SC(=S)N(N2CCOCC2)C1=O	-7
Cc1nn(-c2nc(-c3ccco3)cc(C(F)(F)F)n2)c(C)c1Br	-2
CC(C)CNC(=O)CSc1ncnc2c1cnn2-c1ccc(F)cc1	-5
Cc1ccc(-c2[nH]ncc2CNCCCN2CCCC2=O)cc1C	-5
N#CCCN(CCC#N)C(=O)CSc1nc2cc(Cl)ccc2s1	2
COC(=O)c1sc2ncn3nc(CC45CC6CC(C4)CC(n4ncnn4)(C6)C5)nc3c2c1C	-4
Cc1nc(NCC2CC(=O)N(C(C)C)C2)c2cnn(C)c2n1 (centres undefined)	-7

Other records
Structure	mcGAS RapidFire
O=C(O)CN(CC(=O)O)C1CCS(=O)(=O)C1 (centres undefined)	51
Oc1ccc(-c2nnc(-c3ccccc3)c(-c3ccccc3)n2)cc1	24
O=c1ccc(=O)n(CN2CCSCC2)[nH]1	-14
Cc1cc(N2CCNCC2)nc(-c2cccc(C(F)(F)F)c2)n1	0
COc1ccc(CN(CCN(C)C)c2ncccn2)cc1	-14&-4
CCN1CCCN(c2nc3ccccc3cc2C)CC1	4
Oc1[nH]c2ccccc2c1N=Nc1ccccc1Cl	34
CS(=O)(=O)N1CCC(CNC(=O)CCS(=O)(=O)c2ccccc2)CC1	-3
CS(=O)(=O)c1nc(-c2cccs2)cc(C(F)(F)F)n1	13
Clc1cc2c(cc1CSc1nnc3c(n1)[nH]c1ccccc13)OCO2	-10
Cc1nc2ccccc2c(=O)n1NC(=S)NC(=O)c1ccc(Br)cc1	-1
Cc1cccc(Oc2ccccc2NC(=O)c2ccc(=O)[nH]c2)c1	-2
Cc1ccccc1C(=O)Oc1ccccc1/C=N\n1c(=O)c(C(C)(C)C)nn2cnnc12	-4
O=S(=O)(NCc1ccc2c(c1)OCO2)c1ccccc1Cl	6
Cc1ccc(-c2ccc(=O)n(CC(=O)N3CCCCC3)n2)c(C)c1	-14

Sorted by the number under mcGAS RapidFire (highest first): five from the list above.
Structure	mcGAS RapidFire
Oc1[nH]c2ccccc2c1N=Nc1ccccc1Cl	34
Oc1ccc(-c2nnc(-c3ccccc3)c(-c3ccccc3)n2)cc1	24
Cc1cc(N2CCNCC2)nc(-c2cccc(C(F)(F)F)c2)n1	0
CS(=O)(=O)N1CCC(CNC(=O)CCS(=O)(=O)c2ccccc2)CC1	-3
Clc1cc2c(cc1CSc1nnc3c(n1)[nH]c1ccccc13)OCO2	-10

(listing goes on)
Structure	mcGAS RapidFire
CCOc1ccc(C(=O)OCC(=O)NC(C)(C)C)cc1	-1
O=C(Nc1ccc2c(c1)C(=O)Nc1ccccc1O2)Oc1ccccc1	-11
O=C(Cn1ccnc1)Nc1ccc(Cl)cc1C(F)(F)F	-9
COCc1nc(N(C)Cc2cc3cc(F)ccc3[nH]2)c2cnn(C)c2n1	2
COc1c[nH]c(C(=O)N2CCCC(c3[nH]ncc3-c3ccccc3)C2)cc1=O (centres undefined)	-8
COc1ccc(Cl)cc1C(=O)Nn1cnc2c(cnn2-c2ccccc2)c1=O	-5
Cc1c(CCC(=O)NCC2Cc3ccccc3O2)c(=O)[nH]c2c1c(=O)[nH]n2C (centres undefined)	-8
CCS(=O)(=O)N1CCC(C(=O)Nc2cccc(C#N)c2)(c2ccccc2)CC1	-8
O=C(C=Cc1nc2ccccc2s1)NNC(=O)C12CC3CC(CC(C3)C1)C2	-4
O=C(Nc1nc(C2CC2)cs1)c1cc2ccccc2cc1O	7
c1nc(NCCCc2nn[nH]n2)cc(N2CCCCC2)n1	-6
CCc1nc(CN(C2CC2)C(C)C2CC2)cs1 (centres undefined)	-6
